K1F lysis inhibition: protection from phage-mediated lysis, alamar blue read-out – E. coli UTI89, K1F phage, bacterial capsule biogenesis inhibitors (AID 488966) | E. coli UTI89 K1F phage lysis, alamar blue, 2 h; higher % means a stronger effect | inhibition, % at 100 µM, or IC50 in µM where a hit was titrated | 0.02% of 340,000 active;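 active = phage lysis inhibition, versus mean bacterial control, above a set limit; inconclusive = no clear call, values can overlap the other calls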;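 note: capsule biogenesis inhibitors block K1F phage lysis so surviving cells raise fluorescence; higher fluorescence means more inhibition of phage lysis; actives were called in the ten point dose series up to 300 µM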
West Nile virus CPE: inhibition of WNV-induced cytopathic effect – cell-based, CPE readout (AID 1621); 0.02% of 290,000 active; West Nile virus-infected cells, CPE inhibition; higher % means a stronger effect; one-dose CPE inhibition, % at 10 µM; IC50 in µM for titrated hits; in the data active = a potency from the dose series; inconclusive = CPE inhibition mostly from about 3.7% at the one dose, without a potency; inactive = the rest, 99 in 100 with CPE inhibition below about 2.2%; note: strong numbers were not always called active
PhoP inhibition: inhibitors of PhoP regulon expression, primary screen, Salmonella Typhimurium, GFP reporter (AID 1863). S. Typhimurium PhoP-regulated promoter GFP reporter, 4 h; higher % means a stronger effect. inhibition, % at 50 µM; hits with a dose series show IC50 in µM. 0.16% of 300,000 active;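 active = inhibition over 29.93%, a cutoff 3 SD above the screen mean, later confirmed by dose response; inconclusive = inhibition over 29.93% but no dose response follow-up; inactive = inhibition at most 29.93% or unconfirmed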;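 note: 0% = low Mg2+ inducing control and 100% = high Mg2+ repressing control; strong numbers were not always called active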
NTR1 agonist: agonists of NTR1, primary screen, imaging, U2OS cells, beta-arrestin-GFP, high content (AID 493036). activation, % at 20 µM. NTR1-U2OS beta-arrestin-GFP spot imaging, agonist mode. 0.17% of 330,000 active;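 active = activation at or above 40% of the spot to cytoplasm intensity ratio, with at least 20 cells analyzed; inconclusive = wells under 20 cells, flagged as cytotoxic or low count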;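 note: 0% = DMSO without peptide and 100% = 100 nM NTR1 peptide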
Target sequence (P30989 whole entry, looked up): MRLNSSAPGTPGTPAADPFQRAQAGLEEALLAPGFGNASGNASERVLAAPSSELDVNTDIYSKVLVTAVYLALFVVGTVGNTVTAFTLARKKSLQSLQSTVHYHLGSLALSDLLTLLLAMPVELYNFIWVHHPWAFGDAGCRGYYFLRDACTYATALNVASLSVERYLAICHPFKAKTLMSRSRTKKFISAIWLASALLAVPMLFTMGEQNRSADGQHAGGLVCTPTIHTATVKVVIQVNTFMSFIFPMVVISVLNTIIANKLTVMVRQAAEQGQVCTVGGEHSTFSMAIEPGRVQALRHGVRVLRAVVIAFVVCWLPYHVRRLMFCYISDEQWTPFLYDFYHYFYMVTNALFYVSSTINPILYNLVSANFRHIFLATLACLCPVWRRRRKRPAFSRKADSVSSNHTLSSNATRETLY
T cell modulator: T cell immune modulation candidate | AID 2052 | calls only at 7 µM | 2C CD8+ T cell-vesicle binding, flow cytometry; stronger effect = lower value | 0.068% of 330,000 active;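 active = response, share of CD8 T cells binding vesicles, and their 90th percentile fluorescence all below set limits, cut at about 80% in these data, passing the limit was not always enough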
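System: murine 2C transgenic CD8+ T lymphocytes; also added: QL9-loaded Drosophila micro-vesicles; times: binding 1.5 h at 37 °C; measured by: flow cytometry, PE anti-B7-1 (FL2) versus Alexa647 anti-CD8 (FL8), PFA-fixed; control set: Peptide-free naked vesicles (low) and QL9 vesicles with 0.7% DMSO vehicle (high)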
MgcRacGAP inhibition: MgcRacGAP GTPase-activating activity inhibitors, confirmation, biochemical, ADP Hunter fluorescence | AID 624330 | one-dose inhibition, % at 30 µM; IC50 in µM for titrated hits | MgcRacGAP-stimulated Rac1 GTP hydrolysis, ADP Hunter fluorescence; higher % means a stronger effect; GST-tagged Rac1 F28L mutant substrate | 0.6% of 340,000 active;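 active = first-screen hits whose inhibition reached a set limit at any dose in the follow-up dose series; inconclusive = inhibition above the set first-screen limit but never retested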;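 note: fluorescence reports GDP produced by GAP-driven GTP hydrolysis; strong numbers were not always called active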
RSV antiviral HEp-2: inhibition of RSV-induced cytopathic effect – HEp-2 cells, primary 10 µM value included (AID 2391); 0.13% of 310,000 active; HEp-2 cells, RSV-induced CPE inhibition; higher % means a stronger effect; one-dose CPE inhibition, % at 10 µM; IC50 in µM for titrated hits; in the data active = a potency from the dose series; inconclusive = CPE inhibition mostly from about 23% at the one dose, without a potency; inactive = the rest, 99 in 100 with CPE inhibition below about 21%; note: strong numbers were not always called active
NS5 inhibitors: flavivirus cap methylation enzyme inhibition – biochemical, confirmation dose response, primary screen (AID 588689) | Dengue-2 NS5 methyltransferase capping enzyme assay, biochemical; higher % means a stronger effect | inhibition, % at 25 µM, or IC50 in µM where a hit was titrated | 0.3% of 340,000 active; in the data active = a potency from the dose series; inconclusive = inhibition above about 29% without an active follow-up result
Large T inhibition: SV40 large T antigen inhibitors, biochemical (AID 1903). SV40 large T antigen ATPase/helicase inhibition assay; higher % means a stronger effect. inhibition, % at 20 µM; hits with a dose series show IC50 in µM. 0.39% of 310,000 active; in the data active = a potency from the dose series; inconclusive = inhibition mostly from about 32% at the one dose, without a potency; inactive = the rest, 99 in 100 with inhibition below about 32%; note: strong numbers were not always called active
T cell modulator vesicle-bound %: also measured in T cell modulator; calls as there; double positive events, %; measured here: CD8+ vesicle-bound cell fraction;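 binding gate set so that unloaded-vesicle control wells show 10% double positive cells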
NTR1 agonist cell count 20 µM: recorded beside NTR1 agonist, whose call it bears; cell count; measured here: cell count, cytotoxicity flag
NS5 inhibitors pilot replicate: recorded beside NS5 inhibitors, whose call it bears; inhibition, %; measured here: pilot screen replicate inhibition
Numbers without * were called inactive; i = inactive; ? = inconclusive; . = no result given; [ ] = another dose, or the depositor's remark.

SMILES	K1F lysis inhibition	West Nile virus CPE	PhoP inhibition	NTR1 agonist	NTR1 agonist cell count 20 µM	T cell modulator	T cell modulator vesicle-bound %	MgcRacGAP inhibition	RSV antiviral HEp-2	NS5 inhibitors	Large T inhibition	others
CCOC(=O)/C=C/C(=O)Nc1ccc(S(=O)(=O)N2CCc3ccccc32)cc1	0.4%	-0.7%	7.1%	0.8	67	i	69.3	7.7%	1.9%	-3.4%	17.3%
O=C(COC(=O)C1CCN(S(=O)(=O)c2ccc3c(c2)OCCO3)CC1)Nc1cccc2ccccc12	0.1%	-0.1%	-3.7%	1.1	31	i	48.9	4.9%	1.9%	-4.4%	-0.9%
CN(C)C(=O)/C(=C\c1cccc(Oc2ccccc2)c1)NC(=O)c1ccccc1	-0.1%[50 µM]	-0.8%	4.0%	1.5	107	i	5.2	10.2%	1.9%	-10.4%	15.6%
CC(C)C1Nc2ccc(S(N)(=O)=O)cc2C2C=CCC21 (stereo not given)	3.2%	1.1%	0.7%	-3.3	85	i	9.5	15.1%	0.1%	16.0%	15.5%
COc1ccc(C(c2sc3nc(C)nn3c2O)N2CCC(O)CC2)cc1OC (stereo not given)	-3.0%	0.0%	10.2%	-0.5	88	i	28.5	0.6%	0.4%	-4.2%	0.0%
Cc1nnc(SCC(=O)NCC2CCCO2)n1Cc1ccccc1 (stereo not given)	-4.8%	.	.	-1.2	60	i	32.1	8.7%	.	-10.5%	.
COc1ccc(CN2CCN(S(=O)(=O)c3ccc(F)cc3)CC2)c(OC)c1OC	-0.4%	-0.8%	13.8%	1.1	83	i	21.2	26.2%	1.2%	7.5%	-2.2%	NS5 inhibitors pilot replicate=-0.3
O=C(CC(Sc1ccc(Br)cc1)C(=O)O)c1ccc(Br)cc1 (stereo not given)	.	-1.1%	2.9%	-1.7	87	i	48.1	.	5.5%	.	49.4µM*
CC1CCCN(C(=O)COC(=O)Cc2c(F)cccc2Cl)C1 (stereo not given)	0.3%	0.3%	6.7%	-1.3	40	i	32.2	1.9%	0.0%	-5.0%	21.3%
CN(C)c1ccc(/C=C(\C#N)C(=O)OCC(=O)N(C)C2CCS(=O)(=O)C2)cc1 (stereo not given)	0.8%[50 µM]	.	.	5.9	88	i	39.7	0.1%	0.0%	-29.8%	.
O=C(COC(=O)c1ccccc1)Nc1ccccc1Sc1ccccc1	4.5%	-0.7%	-6.6%	7.6	34	i	19.6	4.1%	1.4%	-4.4%	4.8%
Cc1cccc(Nc2nc(N)nc(CCl)n2)c1	1.2%	2.2%	6.8%	-0.8	44	i	35.0	4.4%	1.3%	-8.5%	13.7%
CCN1C(=O)[C@H]2[C@@H](c3ccc(-c4ccc(F)cc4)cc3)N[C@@](C)(C(=O)OC)[C@H]2C1=O	0.1%	.	.	1.4	67	i	12.9	5.0%	.	-5.0%	.
CCOC(=O)/C=C(\C)Sc1cc(O)c2ccccc2c1O	-0.1%	3.0%	-16.6%	.	.	.	.	31.2%	.	5.24µM*	.
Cc1ccc(Cn2nnc3c(=O)n(CC(=O)N4CCCc5ccccc54)cnc32)cc1	3.3%	-0.8%	-0.7%	2.6	54	i	60.6	1.1%	0.3%	-8.3%	8.0%
C/C(=N\NC(=O)c1sccc1-n1cccc1)c1cccs1	-0.1%	0.1%	-1.6%	1.3	38	i	22.3	8.9%	5.4%	-11.5%	15.7%
CCCc1nnc(NC(=O)Nc2ccc(OC)cc2)s1	-0.1%	-0.8%	-2.3%	-1.0	66	i	31.0	-8.3%	1.3%	-15.0%	13.5%
Cc1ccc(NC(=O)COC(=O)CN2CCCCCC2=O)c(C)c1	0.9%[50 µM]	.	.	4.6	61	i	27.6	4.6%	-0.8%	-12.1%	.
CCOc1cc(NC(=O)c2ccccn2)c(OCC)cc1NC(=O)c1ccc(OC)cc1	0.2%	-1.1%	3.9%	2.2	100	i	58.2	2.4%	1.6%	0.9%	4.7%
CNC(=O)c1ccccc1Sc1ccccc1C#N	-0.4%	0.1%	-3.2%	3.1	55	i	27.8	4.8%	0.6%	-4.4%	0.9%
COC(=O)c1ccc(OC(=O)CCN2C(=O)C3CCCCC3C2=O)cc1 (stereo not given)	-0.2%	0.1%	8.2%	-1.0	36	i	3.4	7.0%	1.3%	-1.9%	22.6%
CCCCn1c(SCC(=O)NC2CCS(=O)(=O)C2)nc2cc(S(N)(=O)=O)ccc21 (stereo not given)	0.2%	0.1%	-4.6%	-1.5	66	i	46.9	2.9%	3.6%	-5.3%	-2.3%
COc1cccc(C(c2nnnn2C(C)(C)C)N2CCN(C3CCCCC3)CC2)c1OC (stereo not given)	0.3%	-0.2%	7.3%	.	.	.	.	4.8%	.	-5.5%	-3.3%
CC1Cc2ccccc2N1C(=O)CSc1nnc(NC(=O)Cc2cccs2)s1 (stereo not given)	.	-0.2%	-6.8%	0.8	81	i	49.6	.	0.8%	.	13.6%
CCOc1ccccc1OCC(=O)Nc1cc(S(=O)(=O)N2CCCCC2)ccc1N1CCN(CC)CC1	0.4%[50 µM]	.	5.8%	0.1	65	i	53.7	1.8%	0.0%	-2.9%	2.9%
CC(C)(C)OC(=O)C[C@H]1C/C=C\C[C@@H](CC(=O)N(CCO)Cc2ccccc2)C(=O)N[C@H](Cc2ccccc2)COC1=O	-0.1%	.	.	0.0	62	i	7.6	6.1%	.	-9.6%	.
CC(=O)Nc1c(C)cc(OCC(=O)O)cc1C	-0.2%[50 µM]	0.3%	0.8%	-1.0	51	i	14.7	6.0%	0.1%	-6.3%	6.8%
Cc1ccnc(NC(=O)CNC(=O)COc2ccccc2)c1	1.1%[50 µM]	.	2.7%	-1.2	52	i	49.2	4.9%	-2.0%	-8.0%	10.6%
COc1ccccc1N(C)S(=O)(=O)c1ccc(C(=O)N(C)Cc2ccc(OC(F)F)cc2)cc1	0.7%[50 µM]	.	.	5.5	58	.	.	4.9%	.	-0.7%	.
Cc1c(C(C)NC(=O)Nc2ccc(F)cc2F)cnn1C (stereo not given)	0.0%	0.3%	15.1%	3.1	79	i	51.5	8.1%	2.1%	-2.0%	2.2%
CCC(C(=O)NCc1ccc(F)cc1)N(CCc1ccccc1)C(=O)c1snc(C(N)=O)c1N (stereo not given)	-0.1%	-1.3%	0.5%	1.3	57	i	14.1	3.3%	4.0%	-2.5%	6.2%
CCN(CC)S(=O)(=O)c1cc(NC(=O)CCc2c(C)noc2C)ccc1C	-1.8%	.	.	-0.3	58	i	3.4	7.0%	.	-8.0%	.
O=C(NC1CCCC1)c1ccc2nc[nH]c2c1	0.5%	0.6%	-9.3%	-0.6	57	i	29.9	3.5%	1.2%	-4.7%	7.5%
COc1cccc(C(=O)N[C@@H](C)C(=O)N2CCC3(CC2)NCCc2[nH]cnc23)c1	0.0%	-0.1%	-5.6%	0.1	54	i	12.7	9.0%	2.6%	2.0%	-4.7%
CCOc1cc(S(=O)(=O)Nc2ncn[nH]2)ccc1Br	0.2%[50 µM]	0.1%	-1.4%	0.8	72	i	55.6	3.0%	0.1%	-1.3%	10.6%
Cc1cc(=O)[nH]c(SCC(=O)Nc2nc(-c3ccccc3)c(-c3ccccc3)o2)n1	0.2%	-0.2%	-10.3%	-1.4	93	i	30.7	4.0%	0.5%	-8.0%	15.5%
c1ccc2c(c1)nnn1c3ccccc3nc21	.	-0.9%	-8.0%	1.5	78	i	19.0	.	9.1%	.	5.8%
O=C1OCC(c2ccccc2)=C1c1ccccc1	0.8%	-0.6%	11.0%	1.1	75	i	26.9	4.6%	2.2%	-6.2%	-0.4%
CCc1sc(NC(C)=O)nc1-c1ccccc1	0.1%	-0.5%	-1.4%	-1.1	66	i	50.8	-0.3%	2.2%	-12.4%	4.2%
CCCCn1nnc(NC(=O)c2ccc([N+](=O)[O-])cc2Cl)n1	3.0%[50 µM]	0.2%	2.1%	0.5	57	i	51.5	7.0%	2.7%	-6.1%	19.3%
O=C(CSc1ccc([N+](=O)[O-])cn1)Nc1ccc2c(c1)OCCO2	0.5%	0.1%	-4.1%	-0.8	38	i	52.2	2.6%	1.6%	-8.5%	16.7%
COC(=O)c1ccc(S(=O)(=O)NCc2ccc(S(N)(=O)=O)cc2)o1	-0.7%	0.0%	-6.4%	1.6	57	i	39.6	-10.8%	0.5%	-0.8%	2.6%
COc1cc(Cc2nccc3cc(OC)c(OC)cc23)c(S(=O)(=O)O)cc1OC	0.6%[50 µM]	-0.5%	-5.2%	-0.4	93	i	20.6	0.5%	1.9%	-6.5%	7.0%
COC(=O)CCCNC(=O)c1ccc2[nH]c(C)c(C)c2c1	0.2%	-0.1%	4.3%	2.3	56	i	30.1	1.2%	0.7%	-4.4%	0.2%
Oc1ccc(N=Cc2ccc(OCc3ccccc3)cc2)cc1	1.1%	0.3%	8.6%	1.8	39	i	19.5	9.8%	0.6%	67.5%	15.6%
C=CCn1c(O)c(CN2CCN(Cc3ccccc3)CC2)c(C)c(C#N)c1=O	-0.2%	0.4%	-35.7%	-0.9	40	i	59.9	10.0%	0.0%	?	13.2%
CCC1CCC(C(=O)NNC(=O)OC)CC1 (stereo not given)	0.3%[50 µM]	-0.2%	6.5%	0.7	58	i	12.5	2.1%	1.4%	-1.3%	3.5%
COC(=O)C1(C)CCc2cc(OC)ccc2C1=O (stereo not given)	1.7%[50 µM]	0.9%	5.5%	0.6	63	i	23.7	8.2%	0.1%	-1.9%	2.7%
CCc1ccc(-c2cc3c(=O)n(CC(=O)NCCCN4CCC(Cc5ccccc5)CC4)nc(C)n3n2)cc1	2.6%	-1.2%	-0.9%	21.4	72	i	36.5	13.7%	-1.9%	-4.5%	8.6%

Entries shown so far that have a nitro group on carbon (2):
SMILES	K1F lysis inhibition	West Nile virus CPE	PhoP inhibition	NTR1 agonist	NTR1 agonist cell count 20 µM	T cell modulator	T cell modulator vesicle-bound %	MgcRacGAP inhibition	RSV antiviral HEp-2	NS5 inhibitors	Large T inhibition	others
CCCCn1nnc(NC(=O)c2ccc([N+](=O)[O-])cc2Cl)n1	3.0%[50 µM]	0.2%	2.1%	0.5	57	i	51.5	7.0%	2.7%	-6.1%	19.3%
O=C(CSc1ccc([N+](=O)[O-])cn1)Nc1ccc2c(c1)OCCO2	0.5%	0.1%	-4.1%	-0.8	38	i	52.2	2.6%	1.6%	-8.5%	16.7%

Screening data from PubChem.
